# Screening results as filed in PubChem.
# TNAP inh no acc: human TNAP enzyme inhibitors, primary screen, biochemical, luminescent, no phosphate acceptor, uHTS; Alkaline phosphatase, tissue-nonspecific isozyme (Homo sapiens), P05186; purified TNAP, CDP-star luminescence, 30 min; inhibition, % at 20 µM; 200,000 tested, 0.26% active;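 active = tissue-nonspecific alkaline phosphatase inhibition above about 50% at 20 µM in the single-dose screen, limit read from the data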;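 note: 0% = DMSO negative control and 100% = EDTA positive control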
# Target sequence (P05186 whole entry, looked up): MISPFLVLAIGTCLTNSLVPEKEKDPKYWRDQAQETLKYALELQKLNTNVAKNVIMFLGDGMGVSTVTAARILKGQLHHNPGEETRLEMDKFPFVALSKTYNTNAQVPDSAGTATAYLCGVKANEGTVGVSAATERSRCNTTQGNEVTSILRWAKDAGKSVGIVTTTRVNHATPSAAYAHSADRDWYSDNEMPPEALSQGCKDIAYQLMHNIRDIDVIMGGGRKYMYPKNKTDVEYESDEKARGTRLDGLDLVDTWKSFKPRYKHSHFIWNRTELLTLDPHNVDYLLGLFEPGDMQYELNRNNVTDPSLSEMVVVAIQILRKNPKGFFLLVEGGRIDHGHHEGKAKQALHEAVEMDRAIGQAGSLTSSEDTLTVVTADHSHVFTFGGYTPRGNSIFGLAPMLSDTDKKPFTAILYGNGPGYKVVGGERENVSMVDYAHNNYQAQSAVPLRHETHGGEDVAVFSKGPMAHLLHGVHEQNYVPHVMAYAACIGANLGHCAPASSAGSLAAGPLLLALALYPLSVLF
# TNAP act hiacc: TNAP activators at high phosphate acceptor level, primary screen, biochemical, luminescence, uHTS; AID 1136, 2008; activation factor at 20 µM; 200,000 tested, under 10 active; purified TNAP, CDP-star luminescence, 1 M DEA, 30 min; active compounds read high; 0 = EDTA background, 1 = DMSO-only activity;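 active = activation factor at least 2 at 20 µM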
#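 Test system – human TNAP · Doses – 20 µM single point · Incubation – 30 min, room temperature · Signal – luminescent substrate turnover signal · Read-out basis – activation factor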
# PMI act hi M6P: human PMI activators, high substrate, primary screen, biochemical, fluorescence intensity, near-saturating mannose 6-phosphate; 190,000 tested, 0.34% active; AID 1216, 2008; coupled PMI enzyme assay, resazurin fluorescence, 20 min; active compounds read high; 1 = untreated enzyme, 0 = substrate-free blank; activation factor at 20 µM; Mannose-6-phosphate isomerase (Homo sapiens), P34949;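 active = activation factor of 2 or more at 20 µM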
# Target sequence (P34949 whole entry, looked up): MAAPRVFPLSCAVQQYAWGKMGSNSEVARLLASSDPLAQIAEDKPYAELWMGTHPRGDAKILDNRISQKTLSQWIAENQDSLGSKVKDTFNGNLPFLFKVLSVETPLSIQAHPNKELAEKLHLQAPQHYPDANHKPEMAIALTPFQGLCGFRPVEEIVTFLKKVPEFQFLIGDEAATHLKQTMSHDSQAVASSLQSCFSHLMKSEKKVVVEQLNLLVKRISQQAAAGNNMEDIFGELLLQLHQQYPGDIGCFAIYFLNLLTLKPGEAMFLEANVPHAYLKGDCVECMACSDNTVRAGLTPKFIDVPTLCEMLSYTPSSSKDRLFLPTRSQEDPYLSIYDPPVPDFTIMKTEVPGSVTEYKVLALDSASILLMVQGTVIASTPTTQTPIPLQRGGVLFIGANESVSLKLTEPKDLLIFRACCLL
#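 Test system – human PMI in coupled enzyme assay · Timing – 20 min incubation at room temperature · Detection – Diaphorase-driven resazurin-to-resorufin fluorescence, excitation 544, emission 590 nm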
# bIAP inh: bovine intestinal alkaline phosphatase inhibitors, primary screen, selectivity assay for TNAP inhibitor project, biochemical, bovine IAP, CDP-star luminescence; alkaline phosphatase, intestinal [Bos taurus]; purified bovine IAP, 30 min; inhibition, % at 20 µM; 190,000 tested, under 10 active; AID 1019, 2008;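 active = over 50% inhibition of intestinal alkaline phosphatase at 20 µM in the single-dose screen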
#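 System: purified bovine intestinal alkaline phosphatase (IAP) enzyme; Input: IAP diluted 1/65,000,000 in the well; Measured by: CDP-star luminescence signal; Compound dosing: 20 µM single dose; Incubation: 30 min reaction at room temperature.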
# Diaphorase act: compounds boosting diaphorase resazurin reduction – biochemical, uHTS, resorufin fluorescence, counter-screen for diaphorase-coupled primary assays, primary screen; Diaphorase/resazurin coupled assay, 16 min; active compounds read high; 1 = vehicle wells, 0 = NADH-free wells; activation factor at 20 µM; 190,000 tested, 0.005% active;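 active = diaphorase activity raised at least twofold by the compound at 20 µM; inactive = activation factor below 2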
#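 test system = bacterial diaphorase enzyme (C. kluyveri) | quantity = enzyme 0.07 U/mL final | reagent = NADH substrate 0.114 mM plus resazurin dye 0.1 mM, final | incubation = 16 min enzyme reaction, ambient temperature | buffer or medium = HEPES pH 7.4 buffer with MgCl2 and Tween 20 | signal = fluorescence of resorufin, 544 nm excitation, 590 nm emission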
# Lmaj promast: Leishmania major promastigote growth inhibition, primary screen; Leishmania major promastigotes, resazurin fluorescence viability; inhibition, % at 10 µM; 200,000 tested, 9% active; in the data active = inhibition above about 50%;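 note: promastigotes grown with compound for 44 hours at 28 °C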
# PMI activator: activators of human PMI, primary screen, biochemical, fluorescence intensity, near-Km mannose 6-phosphate | Mannose-6-phosphate isomerase (Homo sapiens), P34949 | AID 1214, 2008 | 190,000 tested, 0.005% active | activation factor at 20 µM | purified human PMI, coupled resazurin fluorescence, 20 min; active compounds read high; 1 = vehicle control, 0 substrate-free wells;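 active = activation factor of 2 or more at 20 µM, relative to plate controls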
# bIAP act: bovine intestinal alkaline phosphatase activators, primary screen, biochemical, bovine IAP, CDP-star luminescence; alkaline phosphatase, intestinal [Bos taurus]; purified bovine IAP, 30 min; active compounds read high; fold of DMSO-control signal, blank-subtracted; activation factor at 20 µM; 200,000 tested, 0.17% active; AID 1016, 2008;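 active = activation factor of 2 or more at 20 µM, a signal rise over negative controls twice the positive control's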
# TNAP inh hiacc: human TNAP enzyme inhibitors, primary screen, biochemical, luminescent, high phosphate acceptor level, uHTS; Alkaline phosphatase, tissue-nonspecific isozyme (Homo sapiens), P05186; inhibition, % at 20 µM; purified TNAP, CDP-star luminescence, 1 M DEA; 200,000 tested, 0.03% active;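 active = over 50% inhibition of tissue-nonspecific alkaline phosphatase at 20 µM in the single-dose screen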;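 note: plate controls were DMSO wells for no effect and EDTA-quenched wells as full inhibition for full effect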
# Diaph inh CS: diaphorase inhibitors and chemical oxidizers, primary screen, counter-screen for diaphorase-coupled primary assays, biochemical, uHTS, resorufin fluorescence; diaphorase resazurin-to-resorufin fluorescence, NADH, 16 min; bacterial (C. kluyveri) enzyme, not human; inhibition, % at 20 µM; 190,000 tested, 0.69% active; AID 1217, 2008;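 active = primary screen inhibition at 20 µM above a set limit, cut at about 50% in these data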;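 note: plate controls were DMSO with full reaction for no effect and wells lacking NADH for full effect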
#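 controls = No-NADH positive control and DMSO neutral control | system = Clostridium kluyveri diaphorase enzyme | timing = reaction incubation of 16 min at room temperature | signal = resorufin fluorescence 544/590 nm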
# Numbers without * were called inactive; x = no result given.
1) CC(Oc1ccc(Cl)cc1Cl)C(=O)N(Cc1ccco1)C1CCS(=O)(=O)C1 (stereo unspecified)
2) CCOc1cc(C(=O)NC(C)c2ccncc2)cc(OCC)c1OCC (stereo unspecified)
3) CC1CCCCN1CCNC(=O)c1cc2c(-c3ccccc3F)nn(C)c2s1 (stereo unspecified)
4) CC(C)CCNC(=O)C1CCC(=O)N1C(C)C (stereo unspecified)
5) CCCCOC(=O)NC1CCS(=O)(=O)C1 (stereo unspecified)
6) CCc1nnc(NS(=O)(=O)c2ccc(NC(=O)c3cccc4ccccc34)cc2)s1

screen / no.	1	2	3	4	5	6
TNAP inh no acc	-9	-5	-6	-4	-2	-12
TNAP act hiacc	1.1	1.1	1	1	1	1
PMI act hi M6P	0.9	1.1	1.1	0.8	1.1	1.3
bIAP inh	-6	-18	-5	6	3	3
Diaphorase act	0.8	1.2	1	0.8	0.9	0.9
Lmaj promast	3	-7	23	-2	-3	5
PMI activator	0.8	1.1	1.1	1.1	1	1.2
bIAP act	1.1	1.2	1	0.9	1	1
TNAP inh hiacc	-12	-10	-4	0	-3	-4
Diaph inh CS	15	-21	3	16	6	11

7) C=CCOc1c(Br)cc(CNn2cn[nH]c2=S)cc1OC
8) CC(C)CNS(=O)(=O)c1ccc(CCC(=O)NCC2CCCO2)cc1 (stereo unspecified)
9) Cc1ccc(N2C(=O)C(Cl)=C(NCCO)C2=O)c(C)c1
10) O=S(=O)(c1ccc(OCC2CO2)cc1)c1ccc(OCC2CO2)cc1 (stereo unspecified)
11) COc1cccc(Oc2nc3ncn(Cc4ccccc4)c3c(=O)n2C)c1
12) CCOC(=O)C1=NOC(CNC(=O)c2ccccc2Cl)C1 (stereo unspecified)

screen / no.	7	8	9	10	11	12
TNAP inh no acc	12	-7	-5	-5	-5	-7
TNAP act hiacc	1	1	1	1	1	1
PMI act hi M6P	1	1	1.1	1.1	0.9	1.1
bIAP inh	x	11	9	-4	6	-6
Diaphorase act	0.9	0.9	1	1.1	0.8	1
Lmaj promast	-6	0	-5	3	4	-6
PMI activator	1	1	1.1	1	0.9	1.1
bIAP act	0.4	0.9	0.9	1	0.9	1.1
TNAP inh hiacc	-3	-1	-1	-2	-4	0
Diaph inh CS	6	8	-2	-10	16	0

13) O=C(c1ccc([N+](=O)[O-])cc1)N1C=CC(C(F)(F)F)=NCC1
14) CCCC(C)C(=O)OCC(=O)Nc1c(Br)cc(C)cc1Br (stereo unspecified)
15) COC(=O)c1ccc(/C=N/NC(=O)CC(=O)NC(C)C)cc1
16) COc1ccc(CNC(=O)c2n[nH]c3ccccc23)cc1OC
17) Cc1ccccc1Nc1nnc(SCC(=O)NCc2cccs2)s1
18) CCCNC(=O)C(Cc1ccccc1)NS(=O)(=O)c1ccc2c(c1)CCC(=O)N2 (stereo unspecified)

screen / no.	13	14	15	16	17	18
TNAP inh no acc	-7	-11	-6	-13	-6	-8
TNAP act hiacc	1	1.1	1	1.1	1	1
PMI act hi M6P	1	1	1	1	1	0.9
bIAP inh	-9	5	7	-8	3	-1
Diaphorase act	1	0.9	1	0.9	0.9	0.9
Lmaj promast	-3	-2	-5	-3	-8	-5
PMI activator	1	1	1	1	0.9	0.9
bIAP act	1.1	0.9	0.9	1.1	1	1
TNAP inh hiacc	-4	-6	-5	-6	-1	3
Diaph inh CS	4	13	-4	8	11	12

19) CC(C)n1c(N2CCN(C(=O)NCc3ccccc3)CC2)nc2ccccc21
20) CS(=O)(=O)NCc1ccc(C(=O)NCCOc2ccccc2)cc1
21) CC(=O)NCCOc1cccc2cccnc12
22) Cc1ccc2nc(NC(=O)CN(C)S(=O)(=O)c3cccc4nsnc34)sc2c1
23) CC(=O)Nc1ccc(S(=O)(=O)Nc2nc3ccccc3nc2Nc2ccc(S(N)(=O)=O)cc2)cc1
24) COc1ccc(C(=O)NCc2nnc(SCC(=O)Nc3ccccc3OC)n2C)cc1

screen / no.	19	20	21	22	23	24
TNAP inh no acc	-4	-7	-10	-9	2	-8
TNAP act hiacc	1.1	1	1	1	0.9	1.1
PMI act hi M6P	0.9	0.9	1	1	1.2	1
bIAP inh	7	8	12	10	-12	-1
Diaphorase act	0.7	0.8	0.8	1.1	0.8	0.8
Lmaj promast	14	-4	32	-4	-12	-2
PMI activator	0.9	0.9	0.9	0.9	1.1	0.9
bIAP act	0.9	0.9	0.9	0.9	1.1	1
TNAP inh hiacc	-6	-5	-4	-4	5	-8
Diaph inh CS	26	19	16	-9	15	19

25) CCCCNC(=O)c1ccccc1C(=O)NCCCC
26) COc1ccc(NC(=O)/C(Cl)=C(/Cl)S(=O)Cc2ccccc2)cn1 (stereo unspecified)
27) CCOc1cc(/C=N/NC(=O)c2ccc(O)cc2)ccc1Oc1nc(Cl)ncc1F
28) CN(c1ccc(C(=O)NC2CC2)cc1)S(=O)(=O)c1ccccc1
29) O=c1c(Cc2ccc(Cl)cc2)c(O)ccn1Cc1cccs1
30) CCC1=NN(C(=O)c2ccc(Br)cc2)C(O)(c2ccccc2)C1 (stereo unspecified)

screen / no.	25	26	27	28	29	30
TNAP inh no acc	0	-9	-7	-1	-10	0
TNAP act hiacc	1	1	1	1.1	1.1	0.9
PMI act hi M6P	1	0.8	0.9	1	1	1
bIAP inh	6	14	-13	-5	0	12
Diaphorase act	1	0.9	0.9	1.1	0.9	0.9
Lmaj promast	-5	100*	0	-4	10	-8
PMI activator	1	1	0.8	1	1	1
bIAP act	0.9	0.9	1.1	1.1	1	0.9
TNAP inh hiacc	-4	-2	-1	-8	-8	9
Diaph inh CS	-1	14	10	-15	13	6

31) CCC(C)(C)n1nnnc1C(C(C)C)N1CCN(C)CC1 (stereo unspecified)
32) O=C(CSc1nnc(CCc2ccccc2)n1-c1ccc(Cl)cc1)c1ccccc1
33) CCCNC(=O)COC(=O)c1ccc(OCC(=O)Nc2ccccc2OC)c(OC)c1
34) O=C(COC(=O)c1n[nH]c2ccccc12)Nc1ccc(S(=O)(=O)N2CCCC2)cc1
35) COc1cccc(N2C(=O)C3CCCN3C2c2ccc(Cl)cc2)c1 (stereo unspecified)
36) COc1ccc(-c2nn(-c3ccccc3)cc2/C=N/Nc2ccccn2)cc1OC

screen / no.	31	32	33	34	35	36
TNAP inh no acc	-8	1	9	2	8	-10
TNAP act hiacc	1	1	1	1	1	1.1
PMI act hi M6P	1.1	0.9	0.9	0.9	1	0.9
bIAP inh	40	18	-3	9	-6	2
Diaphorase act	0.9	0.8	0.9	0.9	0.9	0.8
Lmaj promast	0	14	-6	0	1	28
PMI activator	1.1	0.9	0.9	0.9	1	0.8
bIAP act	0.6	0.8	1	0.9	1.1	1
TNAP inh hiacc	-4	0	0	-3	-3	-5
Diaph inh CS	10	18	6	13	8	22

# Part of the list above, reduced to TNAP inh no acc:
no. | Structure | TNAP inh no acc
29 | O=c1c(Cc2ccc(Cl)cc2)c(O)ccn1Cc1cccs1 | -10
3 | CC1CCCCN1CCNC(=O)c1cc2c(-c3ccccc3F)nn(C)c2s1 (stereo unspecified) | -6

# The listing picks up, repeating the 4 entries before the break.
33) CCCNC(=O)COC(=O)c1ccc(OCC(=O)Nc2ccccc2OC)c(OC)c1
34) O=C(COC(=O)c1n[nH]c2ccccc12)Nc1ccc(S(=O)(=O)N2CCCC2)cc1
35) COc1cccc(N2C(=O)C3CCCN3C2c2ccc(Cl)cc2)c1 (stereo unspecified)
36) COc1ccc(-c2nn(-c3ccccc3)cc2/C=N/Nc2ccccn2)cc1OC
37) O=C(N/N=C/C(Br)=C/c1ccccc1)c1n[nH]c2c1CCC2
38) CCCCNC(=S)N(C)/N=C/c1ccc2c(c1)OCO2
39) C=CCNS(=O)(=O)c1ccc(N2C(=O)c3ccccc3C2=O)cc1
40) O=C(Nc1ccc(N2CCCCC2)cc1)C(Cl)c1ccccc1 (stereo unspecified)
41) O=C(COC(=O)c1n[nH]c2ccccc12)NCc1ccccc1
42) FC(F)(F)c1ccccc1CN1CCN(C2CCCCCC2)CC1

screen / no.	33	34	35	36	37	38	39	40	41	42
TNAP inh no acc	9	2	8	-10	-31	3	-4	-10	30	-16
TNAP act hiacc	1	1	1	1.1	1	1	1	1	1.1	1
PMI act hi M6P	0.9	0.9	1	0.9	1	0.9	0.9	1	1.1	1
bIAP inh	-3	9	-6	2	-3	23	0	5	-6	-3
Diaphorase act	0.9	0.9	0.9	0.8	0.8	0.9	1	1	0.9	0.8
Lmaj promast	-6	0	1	28	98*	-5	-6	7	3	97*
PMI activator	0.9	0.9	1	0.8	0.9	0.8	1	1.1	1	1
bIAP act	1	0.9	1.1	1	1	0.8	1	0.9	1.1	1
TNAP inh hiacc	0	-3	-3	-5	-5	0	-2	-4	-5	5
Diaph inh CS	6	13	8	22	21	12	5	-3	7	18

43) CCCCCOC(=O)CSc1nnc(-c2ccccc2)c(=O)[nH]1
44) COc1ccc(S(=O)(=O)Nc2ccc(F)cc2)c(C)c1C
45) COc1ccc(OCc2nc3c4c(ncn3n2)-c2ccccc2CC42CCCC2)cc1
46) Cc1cc(C)c(S(=O)(=O)N(C)CC(=O)NCc2ccccn2)c(C)c1
47) C=CCN=C1SC(C)C(=O)N1S(=O)(=O)c1ccccc1 (stereo unspecified)
48) Cc1ccc(SCCC(=O)N2CCOCC2)cc1
49) CCC(C)(C)C(=O)Nc1ccc(OC)cc1[N+](=O)[O-]
50) Cc1cc(C(=O)N2CCN(Cc3ccc4c(c3)OCO4)CC2)on1

screen / no.	43	44	45	46	47	48	49	50
TNAP inh no acc	-11	-7	-16	0	-5	-16	-6	-16
TNAP act hiacc	1	1	1	1	1	1	1	1
PMI act hi M6P	0.9	1	1	1.1	0.9	1	1	1.1
bIAP inh	10	8	30	-12	-1	13	8	15
Diaphorase act	0.9	0.9	0.8	1.3	0.9	0.9	0.9	1
Lmaj promast	-6	10	12	-5	-4	-5	-1	-7
PMI activator	1	1	0.9	1.1	0.9	1	1	1.1
bIAP act	0.9	0.9	0.7	1.1	1	0.9	0.9	0.9
TNAP inh hiacc	-5	2	-3	3	0	-4	-3	-5
Diaph inh CS	14	14	18	-27	12	11	14	3
